Screening results (PubChem)
Yeast lifespan up: extends the lifespan of yeast; S. cerevisiae growth with nicotinamide, OD615; deaD strain in restrictive glucose medium; inhibition of the nicotinamide effect, % at 10 µM; 0.68% of 130,000 active; AID 775;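 active means inhibition above a set limit, placed 3 SD over the median of all compounds, cut at about 26% in these data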;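 further: 0% = nicotinamide-treated wells and 100% = cells grown without nicotinamide; some compounds called inactive have numbers as strong as hits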
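System: Modified budding yeast, DeaD strain | Buffer or medium: Restrictive glucose medium | Also added: 1.5 mM nicotinamide | Doses: 10 µM single point, 0.25% DMSO | Schedule: 48 h compound exposure at 30 °C, humidified | Detection: Absorbance at 615 nm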
PTEN del growth: PTEN-deleted cell growth suppression; HCT116 PTEN-null viability, CellTiter-Glo, 60 h; stronger effect = lower value; AID 827; viability, % at 10 µM; 1.2% of 140,000 active;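 active means viability at or below a set limit, 4 SD under the median of all tested compounds, cut at about 3.7% in these data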;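 further: PTEN knockout HCT116 line with beta catenin targeted HCT116 as companion control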
MRP-1 activ: activators of MRP-1; H69AR cells + doxorubicin, viability rescue, CellTiter-Glo; viability increase, % at 10 µM; 0.61% of 140,000 active; AID 799;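 active means viability gain under doxorubicin at or above a set limit, the compound median plus 3 SD, cut at about 4.7% in these data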;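 further: MRP-1 overexpressing cells given doxorubicin 25 µM after compound pretreatment; 18-22 h compound pretreatment then 72 h with doxorubicin before readout; 0% = doxorubicin-only wells and 100% = vehicle-treated cells without doxorubicin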
HCT116 bCat-KO: beta-catenin-lacking colon tumor cell growth suppression; HCT116 beta-catenin knockout viability, CellTiter-Glo, 60 h; stronger effect = lower value; viability, % at 10 µM; 1.5% of 140,000 active; AID 818;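 active means viability at or under a set limit, the compound median less 4 SD, cut at about 6% in these data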;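 further: 0% = Hyamine 1622 control at 20 µM and 100% = untreated cell control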
Yeast growth inh: chemicals that inhibit yeast BB579 growth in restrictive medium (lifespan-shortening candidates); S. cerevisiae BB579 growth, OD615, 48 h; inhibition, % at 10 µM; 0.51% of 140,000 active; AID 804;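 active means inhibition above a set limit, 3 SD over the mean compound inhibition, cut at about 44% in these data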; further: inactives centre near -24
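Assay system: S. cerevisiae DeaD strain BB579 yeast. Medium: CSMM-D restrictive synthetic medium containing dextrose (glucose). Times: 4 h cell preincubation, 48 h compound exposure, 30 °C humidified. Signal: OD615 turbidity measurement. Benchmarks: positive control amphotericin B 10 µg/mL.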
GALR2 blocker: blocks the human galanin receptor 2; O43603; GALR2-expressing cells, antagonist mode; inhibition, % at 4 µM; 0.39% of 140,000 active; in the data active means inhibition above about 27%;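 further: cells stimulated with galanin 1-16 at roughly its EC80; 0% = agonist challenge control and 100% = basal control without agonist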
Target sequence (O43603 whole entry, looked up): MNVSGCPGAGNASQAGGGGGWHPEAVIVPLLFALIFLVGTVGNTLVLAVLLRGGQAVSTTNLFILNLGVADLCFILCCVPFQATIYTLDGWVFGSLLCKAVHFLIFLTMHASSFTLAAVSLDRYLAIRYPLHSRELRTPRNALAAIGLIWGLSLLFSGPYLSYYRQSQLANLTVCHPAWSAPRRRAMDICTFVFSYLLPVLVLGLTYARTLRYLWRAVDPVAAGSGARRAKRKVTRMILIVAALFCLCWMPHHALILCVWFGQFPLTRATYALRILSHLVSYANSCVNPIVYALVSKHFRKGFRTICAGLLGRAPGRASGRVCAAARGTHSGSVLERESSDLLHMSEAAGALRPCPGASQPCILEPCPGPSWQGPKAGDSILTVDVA
E-sel TNF inh: TNF alpha driven E-selectin expression inhibition; HUVEC TNFa-induced E-selectin immunofluorescence, high content; inhibition, % at 2 µM; 0.71% of 120,000 active; AID 1246;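 active means inhibition above the batch mean plus 3 SD, and confirmed as a hit on visual image review, cut at about 43% in these data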;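 further: 0% = TNF-stimulated DMSO wells and 100% = unstimulated control wells; not every result past the cut was called active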
Measles CPE: protection of cells from measles virus; Measles virus-infected cells, CPE protection, absorbance; protection (pct of control), % at 4 µM; 1.5% of 140,000 active; AID 841; in the data active means protection mostly above about 24%, no sharp cut-off; inactive means mostly below about 26%; further: some compounds called inactive have numbers as strong as hits
Phagocyt inh: macrophage phagocytosis inhibition. J774A.1 macrophage IgG-bead phagocytosis, imaging. inhibition, % at 5 µM. 0.07% of 110,000 active. AID 1029;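 active means inhibition above the mean of the plate negative controls plus 5 SD, cut at about 13% in these data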;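 further: phagocytic index as fraction of beads internalized from green versus red external bead signal; plate controls were DMSO negative control for no effect and cytochalasin-D positive control for full effect; some results beyond the cut were filed as inactive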
NPY Y2 blocker: antagonists of human neuropeptide Y receptor Y2; 0.99% of 140,000 active; inhibition, % at 2.7 µM; NPY-Y2 expressing cells, antagonist mode; in the data active means inhibition above about 17%;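 further: 0% = vehicle with agonist challenge and 100% = reference antagonist with challenge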
Target sequence (P49146 whole entry, looked up): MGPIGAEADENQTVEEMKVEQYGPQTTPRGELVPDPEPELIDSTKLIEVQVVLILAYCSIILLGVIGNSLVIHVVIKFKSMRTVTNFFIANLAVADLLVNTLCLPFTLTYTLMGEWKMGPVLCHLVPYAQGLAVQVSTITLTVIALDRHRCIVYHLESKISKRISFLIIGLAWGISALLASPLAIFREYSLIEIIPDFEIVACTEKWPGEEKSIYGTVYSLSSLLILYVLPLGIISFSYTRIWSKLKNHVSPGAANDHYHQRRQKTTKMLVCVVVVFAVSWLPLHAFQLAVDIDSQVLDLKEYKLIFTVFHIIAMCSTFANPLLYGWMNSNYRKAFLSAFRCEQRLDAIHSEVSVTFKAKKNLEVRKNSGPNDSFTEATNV
* hit, by the source's call; · = not tested or not shown.

SMILES | Yeast lifespan up | PTEN del growth | MRP-1 activ | HCT116 bCat-KO | Yeast growth inh | GALR2 blocker | E-sel TNF inh | Measles CPE | Phagocyt inh | NPY Y2 blocker
CC(=O)C(Sc1ncnc2c1nnn2-c1ccc(F)cc1)C(=O)N(C)C (stereo not given) | -10 | 99 | -0.7 | 99 | -40 | 4 | · | 4 | -5 | 1
CCOC(=O)c1c(C)[nH]c(C(=O)CN2CC(C)OC(C)C2)c1C (stereo not given) | -3 | 87 | -2.7 | 91 | -26 | 5 | 36 | 17 | 0 | -1
CCN(CC)S(=O)(=O)c1ccc2c3c(cccc13)C(=O)S2 | -12 | 86 | -1.3 | 91 | 9 | 3 | 1 | 7 | · | -3
CCn1c(SCC(=O)Nc2cccc(C)c2)nc2c(c1=O)SC(C)C2 (stereo not given) | -9 | 79 | -2.1 | 77 | -10 | -1 | · | 6 | 0 | 3
O=C(CCN1C(=O)C2C3C=CC(C3)C2C1=O)Nc1c(F)cc(F)cc1Br (stereo not given) | -5 | 102 | -1.0 | 103 | -34 | 5 | 25 | 2 | 0 | 3
CC(OC(=O)c1cccs1)C(=O)NCc1ccc2c(c1)OCO2 (stereo not given) | -18 | 92 | -1.8 | 98 | -34 | 2 | -5 | 4 | -1 | 0
COCC(=O)Nc1nnc(Cc2ccc(OC)c(OC)c2)s1 | -15 | 104 | -1.6 | 106 | 21 | -2 | · | 11 | 1 | -2
O=C(COC(=O)/C=C/c1ccc(OC(F)F)cc1)Nc1ccc(S(=O)(=O)N2CCCC2)cc1 | 7 | 95 | 0.5 | 103 | -47 | 4 | · | 15 | · | 4
CC(Sc1n[nH]c(N)n1)c1nc2scc(-c3cccs3)c2c(=O)[nH]1 (stereo not given) | -2 | 93 | -1.4 | 105 | 2 | 0 | 14 | 36 | 5 | 5
COC(=O)c1sc(NC(=O)/C=C/c2ccc(C)cc2)nc1C | 0 | 75 | -3.0 | 79 | -36 | -3 | -4 | 7 | 0 | 3
CCOC(=O)c1[nH]c2ccc(OC)cc2c1NC(=O)CCN1CCN(Cc2ccccc2)CC1 | 4 | 84 | -3.1 | 90 | -1 | 11 | · | 23 | -2 | 1
CCOc1ccc(NC(C)c2cc(Cl)ccc2O)cc1 (stereo not given) | 2 | 90 | -4.5 | 95 | -53 | 13 | 8 | 8 | 0 | -1
O=C(c1ccc(=O)[nH]c1)N(Cc1ccco1)C1(C(=O)NC2CCCC2)CCCCC1 | -3 | 81 | -2.2 | 85 | -10 | 6 | -39 | 27 | 1 | 0
O=C(Cn1cnc2c(cnn2-c2ccccc2)c1=O)NC1CCCC1 | -5 | 84 | 0.6 | 94 | -22 | 1 | 25 | 24 | 0 | 1
COc1ccc(Cn2nnnc2CN(Cc2cc3cccc(C)c3[nH]c2=O)C2CCCC2)cc1 | -7 | 82 | -3.6 | 93 | -33 | -6 | 23 | 6 | -3 | 13
CC(SCC(=O)NC12CC3CC(CC(C3)C1)C2)C(=O)O (stereo not given) | 5 | 84 | -1.7 | 82 | -34 | -7 | · | 9 | -5 | 4
CCOc1ccc(-c2ccc(/C=C3/C(=N)N4C(C)=CSC4=NC3=O)o2)c([N+](=O)[O-])c1 | -3 | 82 | 0.2 | 85 | -34 | 6 | · | 15 | -1 | 4
CNC(=O)n1ccc(C(=O)N2CCCCC2)n1 | -19 | 91 | -2.8 | 84 | -27 | 8 | -4 | 20 | 0 | 4
CCN(C(=O)c1cn(C)c(=O)c2cc(OC)c(OC)cc12)c1ccccc1C | -5 | 92 | -3.8 | 95 | -9 | 1 | -23 | 8 | 0 | 1
O=C(CSCc1ccc(Cl)cc1)c1ccco1 | -11 | 94 | -0.3 | 96 | -33 | · | · | 4 | 0 | ·
CCOC(=O)C1=C(CSc2nc(-c3ccncc3)ccc2C#N)OC(N)=C(C#N)C1c1cccnc1 (stereo not given) | -21 | 99 | -1.3 | 108 | -11 | 6 | 32 | 8 | 0 | 4
Cc1noc(C)c1C(=O)NC(C)C1CCCO1 (stereo not given) | -1 | 98 | -0.4 | 91 | -38 | 5 | -28 | 10 | 6 | 1
O=C(CCCCn1c(=O)[nH]c2ccsc2c1=O)NCC1CCCO1 (stereo not given) | -8 | 116 | -1.0 | 108 | -69 | 6 | -26 | 5 | -1 | -1
CC(C)c1ccc(S(=O)(=O)c2cn(Cc3ccc(F)cc3)c3cc4c(cc3c2=O)OCO4)cc1 | -2 | 87 | -0.7 | 92 | -35 | 7 | -56 | 7 | 4 | 6
Cc1cc(C)c2c(-n3cccc3)n[nH]c2n1 | -20 | 88 | -2.4 | 94 | -4 | -1 | -20 | 7 | -3 | 0

Fetched by structure from the list above:
SMILES | Yeast lifespan up | PTEN del growth | MRP-1 activ | HCT116 bCat-KO | Yeast growth inh | GALR2 blocker | E-sel TNF inh | Measles CPE | Phagocyt inh | NPY Y2 blocker
CC(OC(=O)c1cccs1)C(=O)NCc1ccc2c(c1)OCO2 (stereo not given) | -18 | 92 | -1.8 | 98 | -34 | 2 | -5 | 4 | -1 | 0
O=C(CCN1C(=O)C2C3C=CC(C3)C2C1=O)Nc1c(F)cc(F)cc1Br (stereo not given) | -5 | 102 | -1.0 | 103 | -34 | 5 | 25 | 2 | 0 | 3

Reformatted: entries from further up
Values run as follows: Yeast lifespan up | PTEN del growth | MRP-1 activ | HCT116 bCat-KO | Yeast growth inh | GALR2 blocker | E-sel TNF inh | Measles CPE | Phagocyt inh | NPY Y2 blocker
- O=C(CCCCn1c(=O)[nH]c2ccsc2c1=O)NCC1CCCO1 (stereo not given)
 : -8 | 116 | -1.0 | 108 | -69 | 6 | -26 | 5 | -1 | -1
- CC(C)c1ccc(S(=O)(=O)c2cn(Cc3ccc(F)cc3)c3cc4c(cc3c2=O)OCO4)cc1
 : -2 | 87 | -0.7 | 92 | -35 | 7 | -56 | 7 | 4 | 6

The main list resumes; the 2 compounds before the break are reprinted first.
SMILES | Yeast lifespan up | PTEN del growth | MRP-1 activ | HCT116 bCat-KO | Yeast growth inh | GALR2 blocker | E-sel TNF inh | Measles CPE | Phagocyt inh | NPY Y2 blocker
CC(C)c1ccc(S(=O)(=O)c2cn(Cc3ccc(F)cc3)c3cc4c(cc3c2=O)OCO4)cc1 | -2 | 87 | -0.7 | 92 | -35 | 7 | -56 | 7 | 4 | 6
Cc1cc(C)c2c(-n3cccc3)n[nH]c2n1 | -20 | 88 | -2.4 | 94 | -4 | -1 | -20 | 7 | -3 | 0
COc1ccc(C2CC(c3ccco3)n3ncnc3N2)cc1 (stereo not given) | -1 | 103 | -3.0 | 94 | -26 | 4 | · | 6 | · | 4
COCCNC(=O)c1ccc(NC(C)=O)cc1 | -3 | 109 | 0.5 | 105 | -71 | 3 | 1 | 52* | -1 | 4
Cc1cc(NC(=O)c2cnccn2)no1 | -9 | 109 | -1.2 | 103 | 26 | 4 | · | 5 | -3 | 6
CCOC(=O)c1c(C)nc2sc(C(=O)Nc3ccc(C(C)=O)cc3)c(N)c2c1-c1ccc(OC)cc1 | 2 | 48 | -4.6 | 57 | -42 | 30* | 28 | 1 | -1 | -5
N#CC1(C#N)CC(C=O)=C(N)C1(C#N)CC(=O)C12CC3CC(CC(C3)C1)C2 (stereo not given) | 4 | 86 | -2.8 | 85 | -35 | 15 | · | 22 | -5 | 0
CC1(C)CC(=O)c2c(noc2-c2ccccc2)C1 | -1 | 96 | -0.1 | 95 | -26 | -10 | · | 7 | 0 | 1
COCCCNC(=O)c1cc2c(s1)CS(=O)(=O)C2 | -11 | 96 | 0.9 | 98 | -6 | -3 | -26 | 16 | 1 | 2
Cc1oc(-c2cccs2)nc1CS(=O)CC(=O)NCCCN1CC(C)CC(C)C1 (stereo not given) | -2 | 83 | -2.5 | 90 | 7 | -4 | -21 | 3 | 0 | -1
CCCCN1C(=O)Nc2ccccc2S1(=O)=O | -1 | 97 | -0.4 | 102 | -3 | -7 | 2 | 20 | -1 | 1
CCCCn1c(=O)n(CC(=O)Nc2ccc(C)c(Cl)c2)c(=O)c2c1ncn2Cc1ccco1 | -9 | 53 | 1.5 | 40 | -86 | 11 | 19 | 6 | 0 | 6
c1cncc(-c2nc(-c3ccco3)cs2)c1 | -28 | 101 | 0.6 | 97 | -36 | -10 | 4 | 31 | 2 | -2
COC(=O)c1cc2c(ccn2-c2ccc(F)cc2)n1Cc1ccc(OC(C)=O)cc1 | -6 | 65 | -3.1 | 56 | -20 | 13 | -5 | 35 | -5 | 2
Cc1ccc(C2OC34CCCCCC3C(C#N)(C(=N)O4)C2(C#N)C#N)cc1 (stereo not given) | -2 | 97 | -1.2 | 94 | 5 | -3 | · | 52* | -5 | 2
CCCC(C(=O)NCc1ccco1)N(C(=O)CNS(=O)(=O)c1ccc(Cl)cc1)C1CCCC1 (stereo not given) | -5 | 73 | -1.5 | 67 | -21 | 2 | -1 | 21 | 0 | 0
N#CCSCC(=O)Nc1ccc(Cl)cc1 | -9 | 77 | 1.4 | 91 | 3 | -5 | -4 | 17 | 0 | -1
O=C(Cn1nnc(-c2ccccc2)n1)c1ccccc1 | -4 | 106 | -1.5 | 100 | -19 | -5 | 0 | 3 | -1 | 3
CC1(C)CC(=O)C(C(C2=C(O)CC(C)(C)CC2=O)c2ccc(Br)s2)C(=O)C1 (stereo not given) | 30* | 79 | -2.7 | 78 | -8 | -5 | · | 25 | -9 | 3
Cc1cnc(C(=O)OCC(=O)Nc2ccc(C)c(S(=O)(=O)N3CCCCC3)c2)cn1 | 1 | 98 | -0.8 | 95 | -28 | 0 | -14 | 6 | -4 | 2
CCOC(=O)c1[nH]nc2c1C(=O)N(Cc1ccccc1)C2=O | 5 | 79 | -2.8 | 81 | -21 | 5 | -7 | 13 | -3 | 3
CSc1nc2ccc(NS(=O)(=O)c3ccc4c(c3)OCCO4)cc2s1 | -13 | 77 | -1.0 | 79 | 4 | 4 | 14 | 27 | 0 | 6
Cc1ncsc1CCSc1n[nH]c(=O)n1-c1ccccc1 | -12 | 97 | 0.8 | 94 | -89 | -3 | -15 | 3 | · | -2
O=C(C[n+]1ccc(C(=O)N/N=C/c2ccc(Cl)cc2Cl)cc1)c1ccccc1 | -3 | 88 | -3.5 | 91 | -31 | 0 | 24 | 22 | 0 | 1
CCc1nnc(NC(=O)CCC(=O)NCCc2ccc(OC)c(OC)c2)s1 | 0 | 90 | -1.1 | 96 | -20 | -7 | · | 6 | · | 0
CC1(C)CC(=O)C2=C(C1)N(Cc1cccnc1)C(=O)C2(NC(=O)c1cccnc1)C(F)(F)F (stereo not given) | -12 | 82 | -1.9 | 89 | -18 | 5 | 4 | 5 | · | -2
